Bioassay records: PubChem, National Center for Advancing Translational Sciences (NCATS)
Akt phos inh: Akt phosphorylation inhibition; Neuro2A IGF-stimulated pAkt S473 HTRF, 20 min; stronger effect = lower value; activity change, % for hits at 50 µM; 360,000 tested, 0.32% active; in the data active means activity change below about -80%; inconclusive means mostly about -51% to -80%; further: on the % scale 0 is the no-effect control and ±100 the full control effect
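Single-point screen (50 µM final compound) in Neuro2A cells stimulated 20 min with 6 nM IGF at 37 deg C. After lysis, Ser473-phosphorylated Akt read by HTRF (ex 330 nm, em 615/665 nm) as the 665/615 ratio.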
Mm-Cpn inhibitor: inhibitors of Methanococcus maripaludis chaperonin (MmCpn) | purified Mm-Cpn ATPase, ADP Transcreener TR-FRET | 330,000 tested, 0.031% active | Potency, µM (highest dose often 76.9 µM), for inactives: top-dose activity, negative = inhibition, most hits filed as inhibitors; further: potency means the concentration at half of the fitted maximal effect; on the % scale 0 is the no-effect control and ±100 the full control effect; nearly all actives have a fitted effect of over 80% in size
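Inhibition of chaperonin ATP hydrolysis is measured as reduced ADP production, detected by competitive TR-FRET in which signal falls with ADP. Final enzyme 25 nM and ATP 10 uM, reacted 30 min at 37°C.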
CCT chaperon mod: modulators of cytosolic chaperonin (CCT/TRiC) activity. purified chaperonin ATPase assay, HTRF ADP detection, 30 min. 360,000 tested, 0.3% active. activity change, % (no concentration beside the values), hits read low; in the data active means activity change below about -30%; further: on the % scale 0 is the no-effect control and ±100 the full control effect
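We incubate TRiC, 40 or 20 nM final, with library compounds at 76 uM and 10 uM ATP for 30 min at 37 °C. ADP formed is detected with Transcreener HTRF reagents after 30 min at room temperature.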
DRD3 agonist: activates the human D3 dopamine receptor; D3R DiscoveRx beta-arrestin cells, luminescence, 90 min; 410,000 tested, 0.58% active; max activation, %; AID 652048; in the data active means max activation above about 30%; further: 0% is about no effect; mostly tested at two doses, the higher about 12 µM
Target sequence (P35462 whole entry, looked up): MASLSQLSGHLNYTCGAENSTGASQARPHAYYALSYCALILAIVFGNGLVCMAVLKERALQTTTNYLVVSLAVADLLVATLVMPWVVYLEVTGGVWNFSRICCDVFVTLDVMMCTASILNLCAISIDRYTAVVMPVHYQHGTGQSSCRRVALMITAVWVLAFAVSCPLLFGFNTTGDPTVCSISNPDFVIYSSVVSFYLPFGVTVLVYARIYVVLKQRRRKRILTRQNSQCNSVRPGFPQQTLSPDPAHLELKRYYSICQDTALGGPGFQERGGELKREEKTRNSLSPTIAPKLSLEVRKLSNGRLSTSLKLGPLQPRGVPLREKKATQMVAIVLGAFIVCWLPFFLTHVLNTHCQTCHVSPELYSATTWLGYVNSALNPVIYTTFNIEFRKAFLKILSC
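Agonist-mode cell screen: cells plated at 1500/well and incubated overnight at 37 °C, then exposed to library compounds for 90 min at 37 °C. Detection reagent was added for 30–60 min at room temperature, and luminescence was read.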
EPAC2 antag: antagonists of human EPAC2; Potency, µM (highest dose often 114 µM), for inactives: at the highest dose activity, negative = inhibition, most hits filed as inhibitors; Q8WZA2; EPAC2 GEF exchange of Rap1B-BODIPY-GDP, fluorescence; AID 720708; 360,000 tested, 0.18% active; further: potency means the concentration at half of the fitted maximal effect; on the % scale 0 is the no-effect control and ±100 the full control effect; nearly all actives have a fitted effect of over 45% in size; many of its hits are not listed in these tables
PTHR1 agonist: agonists of human PTHR1 parathyroid hormone receptor; HEK293 GP2 PTHR1 cells, GloSensor cAMP luminescence, 1 h; Potency, µM (series often up to 115 µM), inactives show at the top dose activation, usual class: activators; 410,000 tested, 0.075% active; Q03431; further: potency means the concentration at half of the fitted maximal effect; nearly all actives have a fitted effect of over 55% in size; some results filed as inactive show a strong effect at the top dose; inactives centre near -15; many of its hits are not listed in these tables
Target sequence (Q03431 whole entry, looked up): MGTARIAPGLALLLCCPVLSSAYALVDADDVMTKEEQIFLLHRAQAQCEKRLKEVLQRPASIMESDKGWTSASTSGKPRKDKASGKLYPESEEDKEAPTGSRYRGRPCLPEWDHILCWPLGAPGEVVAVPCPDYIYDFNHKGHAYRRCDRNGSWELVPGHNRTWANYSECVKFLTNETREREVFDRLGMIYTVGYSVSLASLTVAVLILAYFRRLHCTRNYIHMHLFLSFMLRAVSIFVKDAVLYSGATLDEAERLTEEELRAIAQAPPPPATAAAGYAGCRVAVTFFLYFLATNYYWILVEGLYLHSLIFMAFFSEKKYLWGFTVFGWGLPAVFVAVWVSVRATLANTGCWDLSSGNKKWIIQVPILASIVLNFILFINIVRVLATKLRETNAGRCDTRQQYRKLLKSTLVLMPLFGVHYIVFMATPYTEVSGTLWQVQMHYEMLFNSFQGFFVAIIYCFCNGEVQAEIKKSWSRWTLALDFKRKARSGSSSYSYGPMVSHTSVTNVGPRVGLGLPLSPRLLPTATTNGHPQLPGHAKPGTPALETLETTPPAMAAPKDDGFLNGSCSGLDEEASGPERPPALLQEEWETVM
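HEK-293-derived GP2 cells expressing PTHR1 and a GloSensor cAMP reporter, 3,000/well, plated overnight, given luciferin plus IBMX (each 0.5 mM as added) for 1 h at 37 °C, then compound for 1 h at 37 °C. Luminescence was read after 15 min at room temperature.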
DRD3 antagonist: D3 dopamine receptor (human) antagonism; P35462; D3R cells, DiscoveRx beta-arrestin luminescence, antagonist mode; stronger effect = lower value; max response, negative = inhibition, %; 360,000 tested, 2.5% active; AID 652054; in the data active means max response below about -50%; inconclusive means no clear call, values can overlap the other calls; further: on the % scale 0 is the no-effect control and ±100 the full control effect; mostly tested at two doses, the higher about 12 µM
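Cells plated overnight at 1500 cells/well, then exposed to library compounds with dopamine controls for 90 minutes at 37 degrees C. DiscoveRx reagent added for 30–60 minutes at room temperature; luminescence read, quantitative HTS format.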
EPAC2 ag: agonists of human EPAC2 (RAPGEF4) | Q8WZA2 | EPAC2 activation, biochemical qHTS; response scale: 100% = 6.5 mM cAMP response | Potency, µM (series often up to 154 µM), for inactives: top-dose activation, most hits filed as activators | 360,000 tested, 0.079% active | AID 720711; further: potency means the concentration at half of the fitted maximal effect; nearly all actives have a fitted effect of over 50% in size
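Fluorescence exchange assay: 100 nM EPAC2 with 250 nM RAP1B-BODIPY-GDP and 50 uM GDP; compounds tested as a concentration-titration series (qHTS). Loss of Rap1-bound BODIPY-GDP fluorescence read at 480/540 nm; data normalized to 6.5 mM cAMP.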
* = called active by the depositor; i = inactive; ? = inconclusive; nt = no result given; & = joins results of further samples; [ ] = dose if it differs, or a comment. Unless noted, the call rests on the fitted dose curve; in most records, active means well fitted curve in the direction sought with a large enough effect; inconclusive means small, poorly fitted or top-dose-only effect, or another doubt; inactive means no such curve, though single readings can be large; an effect the other way counts as inactive or inconclusive. Not all compounds are listed, so the mix of outcomes need not match the whole.

# | Structure | Akt phos inh | Mm-Cpn inhibitor | CCT chaperon mod | DRD3 agonist | EPAC2 antag | PTHR1 agonist | DRD3 antagonist | EPAC2 ag
1 | CCCCNC(=S)NC(=O)c1ccc([N+](=O)[O-])cc1 | i | -4% | 2.5 | 5 | -3% | -13% | -22 | 3%
2 | C=Cn1cc[n+](CC(=O)c2ccc(Cl)cc2)c1 | i | 0% | 1.7 | 1 | -2% | -15% | 3 | 2%
3 | CCCCn1c(N)c(N(CC)C(=O)CCNC(=O)c2ccc(Cl)cc2)c(=O)[nH]c1=O | i | -25% | -0.8 | 2 | -4% | i | -9 | 8%
4 | O=C1C(=Nc2cccc(Cl)c2)CC(c2ccc(Cl)cc2)N1c1cccc(Cl)c1 (centres undefined) | i | 0% | 1.5 | 0 | -8% | -15% | -8 | 3%
5 | Cc1cccc(NC(=O)CSc2nncn2-c2ccccn2)c1 | i | 0% | 4.4 | -4 | 12% | i | 3 | 4%
6 | CN=C(Nc1ccccc1)SC1CC(=O)N(c2cccc(OC)c2)C1=O (centres undefined) | i | 2% | 0.2 | -9 | 1% | i | 0 | 12%
7 | O=Cc1c(NCCN2CCCC2)c2ccccc2[nH]c1=O | i | -5% | -0.7 | 14 | 16% | i | 10 | 9%
8 | Cc1cc(C)c(NC(=O)C2CCN(c3cnccn3)CC2)c(C)c1 | i | -1% | -3.0 | 6 | -1% | -10%[57.5 µM] | 7 | 2%
9 | O=C(Nc1cccc2cccnc12)c1cccc(Cl)c1 | i | 0% | -1.5 | -2 | -2% | -11% | -12 | ?
10 | Cc1cccc(OCC(=O)Nc2ccc(C(=O)O)cc2NC(=O)COc2cccc(C)c2)c1 | i | 0% | -1.1 | -21 | -2% | -19% | -9 | 1%
11 | Cc1ccc(C)c(NS(=O)(=O)c2cc(C(=O)N3CCCC3)ccc2Cl)c1 | i | 0% | -3.2 | 3 | 1% | -6% | 5 | 10%
12 | CCc1ccc(NC(=O)CSc2nc3ccccc3c(=O)n2CCCC(=O)N2CCCC2)cc1 | i | 2% | -1.7 | -6 | -10% | i | 21 | 16%
13 | O=C(CSc1cc([N+](=O)[O-])cc(S(=O)(=O)Cc2ccccc2)c1)NC1CC1 | i | 0% | 1.4 | -2 | -7% | i | -15 | -5%
14 | Cc1cc(C)c2nc(N(CCCN(C)C)C(=O)c3ccc(S(=O)(=O)N4CCCCCC4)cc3)sc2c1 | i | -2% | -5.5 | -13 | -15% | i | -12 | 14%
15 | CCC(C)C(NC(=O)OCc1ccccc1)C(=O)NCC(c1ccccc1)N(C)C (centres undefined) | i | 2% | -1.7 | 20 | 9% | 2% | -8 | 7%
16 | O=C(Nc1nccs1)NC(C(F)(F)F)C(F)(F)F | i | -1% | -4.7 | 6 | 0% | -30%[57.5 µM] | 41 | -14%
17 | O=C(CSCc1cnn(-c2ccccc2)c1-n1cccc1)NCc1cccs1 | i | 0% | -2.3 | -4 | 36%[activator][57.1 µM] | -25%[57.5 µM] | -18 | -14%
18 | COC(=O)CCC(=O)Nc1cccc([N+](=O)[O-])c1 | i | 2% | 0.3 | 0 | -14% | -1% | 20 | 1%
19 | Cc1nn(C(=O)c2nn(C)cc2[N+](=O)[O-])c(C)c1Cl | i | 4% | -1.4 | -11 | 3% | i | -18 | -2%
20 | C=CCn1c(C)c(C(C)=O)cc(NC(=O)c2ccccc2)c1=O | i | 0% | -1.3 | 3 | -6% | -5% | 6 | 8%
21 | CCOc1ccc(C(=O)N[C@H](C(=O)Nc2ccccc2OC)C(C)C)cc1 | i | 0% | -0.2 | -3 | -3% | -1% | -4 | 0%
22 | Cc1ccc(Nc2nc(N)nc(CN3CCCCCC3)n2)c(C)c1 | i | 0% | -4.1 | -6 | 0% | i | -5 | -5%
23 | COc1ccc(C(=O)CCNc2ccc(F)cc2)cc1 | i | 1% | 0.0 | -14 | 5% | i | -5 | 11%
24 | N#Cc1c(N)n[nH]c1CCCN | i | 0% | -0.4 | 4 | -7% | -21%[57.5 µM] | 23 | 4%
25 | O=C(Cn1cnc2ccccc2c1=O)Nc1cccc(-c2nnc3n2CCCCC3)c1 | i | 0% | 1.9 | -1 | -5% | i | -51* | 11%

Reprinted at random: 3 entries already listed, in no set order.
# | Structure | Akt phos inh | Mm-Cpn inhibitor | CCT chaperon mod | DRD3 agonist | EPAC2 antag | PTHR1 agonist | DRD3 antagonist | EPAC2 ag
24 | N#Cc1c(N)n[nH]c1CCCN | i | 0% | -0.4 | 4 | -7% | -21%[57.5 µM] | 23 | 4%
6 | CN=C(Nc1ccccc1)SC1CC(=O)N(c2cccc(OC)c2)C1=O (centres undefined) | i | 2% | 0.2 | -9 | 1% | i | 0 | 12%
8 | Cc1cc(C)c(NC(=O)C2CCN(c3cnccn3)CC2)c(C)c1 | i | -1% | -3.0 | 6 | -1% | -10%[57.5 µM] | 7 | 2%

Returning to the listing with the seven entries that preceded the break.
# | Structure | Akt phos inh | Mm-Cpn inhibitor | CCT chaperon mod | DRD3 agonist | EPAC2 antag | PTHR1 agonist | DRD3 antagonist | EPAC2 ag
19 | Cc1nn(C(=O)c2nn(C)cc2[N+](=O)[O-])c(C)c1Cl | i | 4% | -1.4 | -11 | 3% | i | -18 | -2%
20 | C=CCn1c(C)c(C(C)=O)cc(NC(=O)c2ccccc2)c1=O | i | 0% | -1.3 | 3 | -6% | -5% | 6 | 8%
21 | CCOc1ccc(C(=O)N[C@H](C(=O)Nc2ccccc2OC)C(C)C)cc1 | i | 0% | -0.2 | -3 | -3% | -1% | -4 | 0%
22 | Cc1ccc(Nc2nc(N)nc(CN3CCCCCC3)n2)c(C)c1 | i | 0% | -4.1 | -6 | 0% | i | -5 | -5%
23 | COc1ccc(C(=O)CCNc2ccc(F)cc2)cc1 | i | 1% | 0.0 | -14 | 5% | i | -5 | 11%
24 | N#Cc1c(N)n[nH]c1CCCN | i | 0% | -0.4 | 4 | -7% | -21%[57.5 µM] | 23 | 4%
25 | O=C(Cn1cnc2ccccc2c1=O)Nc1cccc(-c2nnc3n2CCCCC3)c1 | i | 0% | 1.9 | -1 | -5% | i | -51* | 11%
26 | CCN(CC)Cc1c(O)ccc2c(=O)c(Oc3ccccc3OC)coc12 | i | -3% | 0.5 | -10 | 9% | -1%[57.5 µM] | -6 | -2%
27 | CCOC(=O)c1c(C)[nH]c(C(=O)OCC(=O)NCc2ccc(C)cc2)c1C | i | -1% | -1.4 | -5 | 7% | -35%[inhibitor] | -12 | 11%
28 | Cc1ccc(C)c(N(CC(=O)NCc2ccccc2)C(=O)c2csnn2)c1 | i | 1% | -2.1 | 0 | 2% | i | 2 | 12%
29 | Cn1nnnc1SCC(=O)N(C1CCCCC1)C1CCCCC1 | i | 0% | 1.5 | -4 | 5% | 24% | -9 | 5%
30 | COC(=O)c1nn(-c2ccc(OC)cc2)c(=O)cc1Oc1ccccc1 | i | -6% | -1.4 | -6 | -5%[57.1 µM] | 18%[57.5 µM] | -5 | 4%
31 | Cc1ccc(-n2c(C)nc3ncnc(-c4ccccc4)c32)cc1 | i | -9% | -15 | -3 | -6% | -61%[inhibitor] | -10 | 8%
32 | CC(OCCN1CCCC1)(c1ccc(F)cc1)c1ccc(F)cc1 | i | 1% | 0.5 | -48 | -1% | i | -76* | 11%
33 | CN1NC(=O)CC1c1ccccc1 (centres undefined) | i | nt | -1.7 | -10 | 6% | i | -15 | 13%
34 | CC(=O)c1ccc(-n2c(CCC(=O)O)ccc2-c2ccc(Cl)cc2)cc1 | i | -1% | -0.5 | 7 | -23% | i | 10 | 6%
35 | COc1ccc(/C=N/Nc2nc3ccccc3[nH]2)c(OC)c1OC | i | -5% | -2.4 | -3 | -13% | i | 0 | 4%
36 | CN(C)CCCOC(=O)CCc1ccccc1 | i | 2% | -1.2 | 1 | 5% | -25% | 4 | 13%
37 | CCc1ccccc1N(CC)C(=O)C1CCN(c2ncnc3c2nc2n3CCCCC2)CC1 | i | -2% | -0.6 | 5&3 | -19% | -51%&-5%[inhibitor] | -3 | 5%
38 | O=C(OCc1ccccc1Cl)c1cc([N+](=O)[O-])ccc1N1CCOCC1 | i | nt | -0.2 | -1 | -8% | -25% | -3 | 18%
39 | Cc1ccc(S(=O)(=O)Nc2c(C)n(C)n(-c3ccccc3)c2=O)cc1C(=O)NCc1ccco1 | i | nt | 1.7 | 4 | -5% | -43%[inhibitor] | 19 | 1%
40 | CCOC(=O)N1CCN(S(=O)(=O)c2ccc(F)c(C(=O)Nc3cccc(C)c3C)c2)CC1 | i | 1% | -3.6 | 2 | -3% | i | 16 | 1%
41 | CC(C)c1cccc(-c2ccc3c(c2)S(=O)(=O)c2cccc(C(=O)NCc4ccco4)c2C3=O)c1 | i | -1% | -0.5 | 0 | 1% | -24% | -10 | -8%
42 | CCCCOc1ccc(CC2CCC(=O)NC2=O)cc1 (centres undefined) | i | 2% | -0.2 | 5 | 2% | -11% | 8 | 8%
43 | COc1cc(/C(C#N)=C/c2cccc3ccccc23)c([N+](=O)[O-])cc1OC | i | 2% | -0.3 | 1 | 0% | -6% | 1 | 7%
44 | Nc1nnc(CC(=O)N/N=C/c2cccc([N+](=O)[O-])c2)s1 | i | 0% | 1.9 | -13 | 7% | -21% | 0 | 5%
45 | Cc1ccccc1C(OCC(O)CN1CCC(C(N)=O)CC1)c1ccccc1 (centres undefined) | i | -1% | 0.7 | -1 | 1% | i | -13 | 3%
46 | Oc1cc(O)cc(/C=C/c2ccc(O)c(O)c2)c1 | i | -9% | -0.5 | 3 | ? | -48%[inhibitor] | 12 | -8%
47 | COC(=O)c1ccsc1NC(=O)CCc1ccccc1 | i | 0% | 2.4 | 4 | -4% | i | 20 | 3%
48 | CCOC(=O)COc1cc(Br)c(C2NC(=O)NC(C)=C2C(C)=O)cc1OCC (centres undefined) | i | -1% | 0.2 | 17 | 9% | i | 15 | 0%
